# Bioassay records from PubChem BioAssay.
# TbREL1 primary – TbREL1 inhibition, primary screen; P86926; TbREL1 RNA ligation, FRET fluorescence; inhibition, % at 9.66 µM; actives 0.49% (n = 89,000); AID 1117264;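 active = inhibition above the mean inhibition across all screened compounds plus 3 SD, cut at about 11% in these data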;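 note: 0% = plate median of test wells and 100% = NSC42067 control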
# Target sequence (P86926 whole entry, looked up): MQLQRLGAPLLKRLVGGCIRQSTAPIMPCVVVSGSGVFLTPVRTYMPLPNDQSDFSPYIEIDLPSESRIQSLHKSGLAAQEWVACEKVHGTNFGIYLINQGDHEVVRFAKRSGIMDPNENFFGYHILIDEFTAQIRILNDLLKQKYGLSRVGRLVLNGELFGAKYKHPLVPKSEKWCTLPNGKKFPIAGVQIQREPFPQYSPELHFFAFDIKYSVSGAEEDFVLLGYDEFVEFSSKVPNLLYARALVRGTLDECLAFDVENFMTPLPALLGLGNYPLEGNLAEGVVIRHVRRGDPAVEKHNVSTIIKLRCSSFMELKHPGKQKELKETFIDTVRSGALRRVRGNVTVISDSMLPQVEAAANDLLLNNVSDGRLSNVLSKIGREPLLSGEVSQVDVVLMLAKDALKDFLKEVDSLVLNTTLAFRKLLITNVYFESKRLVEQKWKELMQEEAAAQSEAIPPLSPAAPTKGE
# * = called active by the depositor.
Compound	TbREL1 primary
CC1(C)ON=C(c2ccc(C(F)(F)F)cc2)NC1=O	-2.6
O=C(CSc1n[nH]c(=O)n1Cc1ccco1)Nc1ccccc1	3.5
Cc1cccc(NC(=O)c2cc(Cl)nc3ccccc23)c1	8.3
O=C(CSc1nnc(NC(=O)C2CC(=O)N(c3ccc(F)cc3)C2)s1)NCC1CCCO1 (stereo unspecified)	-1.1
Cc1ccccc1N1C(=O)C(Oc2ccc(Cl)cc2)C1CNC(C)(C)C (stereo unspecified)	1.6
CCOC(=O)CN1C(=O)N[C@@H](CCc2ccccc2)[C@@H](C(=O)OC)[C@H]1C	-2.4
O=C(CCC(=O)OC(C(=O)c1ccccc1)c1ccccc1)Nc1ccccc1 (stereo unspecified)	2.7
Cc1cc(C(=O)NNC(=S)Nc2cccc(C(F)(F)F)c2)nn1C	-10.3
Cc1onc(-c2c(F)cccc2Cl)c1C(=O)Nc1ccc(Cl)c(S(=O)(=O)N(C)C)c1	1.6
O=C(c1ccc(-c2ccccc2)cc1)N1CCCC1	-1.2
CC1(C)CC(=O)C(C=Nc2ccncc2)=C(O)C1	-1.8
S=C(/N=c1/sccn1Cc1ccccc1)NC1CC1	-6.9

# Sorted by molecular weight (smallest number first): 3 of the compounds above
Compound	TbREL1 primary
CCOC(=O)CN1C(=O)N[C@@H](CCc2ccccc2)[C@@H](C(=O)OC)[C@H]1C	-2.4
O=C(CCC(=O)OC(C(=O)c1ccccc1)c1ccccc1)Nc1ccccc1 (stereo unspecified)	2.7
O=C(CSc1nnc(NC(=O)C2CC(=O)N(c3ccc(F)cc3)C2)s1)NCC1CCCO1 (stereo unspecified)	-1.1

# The listing continues:
Compound	TbREL1 primary
CCn1c(-c2cccs2)nc2ccccc21	1.6
COc1ccccc1-n1c(SCC(=O)NC2CCCCC2)nc2c(c1=O)SCC2	-4.5
Cc1cc2c(c(=O)n1CCN(C)C)C(c1ccncc1)C(C#N)=C(N)O2 (stereo unspecified)	-1.7
CC1(C)Cc2nc(Cl)c(C(=O)O)cc2CO1	0.7
Cc1ccc(C(=O)N2CC(C)CC(C)C2)cc1S(=O)(=O)N1CCCCC1 (stereo unspecified)	-3.4
Cc1cccc(C(=O)OCC(=O)NC(=O)c2ccccc2)c1O	0.8
C[C@H](CO)N1C[C@H](C)[C@@H](CN(C)CC2CC2)Oc2c(NS(=O)(=O)c3ccccc3)cccc2C1=O	-2.5
O=C(Nc1nc2ccccc2s1)C1c2ccccc2Oc2ccccc21	3.6
COC(=O)c1ccc2nc(-c3ccc(C#N)cc3)c(Cc3cccc(Cl)c3)n2c1	-0.3
O=C(COC(=O)CNC(=O)c1ccc(F)cc1)NC1CCCc2ccccc21 (stereo unspecified)	4.3
Cc1cc(NC(=O)Cc2cn(C)c3ccccc23)ccc1Nc1cccnc1	-4.3
CCOC(=O)c1cnc2nc(NCc3ccc(OCc4ccccc4)cc3)[nH]n2c1=O	8.3

# The listing continues.
Compound	TbREL1 primary
CC1=NN2C(=N)/C(=C\c3cc(C)n(-c4ccccc4)c3C)C(=O)N=C2S1	-0.5
CCn1c(SCC(=O)c2cc(C)n(C)c2C)nnc1-c1ccccc1	-3.9
O=C(CCS(=O)(=O)Cc1ccccc1)NC1CCCCC1	-0.1
CC(NC(=O)Cc1ccsc1)c1ccc(Cl)cc1Cl (stereo unspecified)	3.0
COc1ccc(OC)c(NC(=O)c2cc(-c3ccc(F)cc3OC(C)C)n[nH]2)c1	4.0
CCOCCn1c(SC(C)C(C)=O)nc2c1c(=O)[nH]c(=O)n2C (stereo unspecified)	-0.9
O=C(CCNS(=O)(=O)c1ccc(OC(F)(F)F)cc1)Nc1cccc(S(=O)(=O)N2CCCC2)c1	0.4
O=C(c1nn(Cc2ccccc2)c(=O)c2ccccc12)N1CCc2ccccc2C1	-3.4
Cc1cc(Br)cn2c(Cc3cccc(F)c3)c(C3CCCCC3)nc12	-0.6
CC(C)c1ccc(NC(=O)COC(=O)c2c[nH]c(=O)[nH]c2=O)cc1	0.6
Cc1ccc(C)c(N2CCN(CCCNC(=O)Cn3cc4c(n3)CCCCC4)CC2)c1	1.6
COc1ccc2[nH]c(C)c(C(=O)CN3CCOCC3)c2c1	0.3

# New compounds follow:
Compound	TbREL1 primary
COc1ccc(S(=O)(=O)CCc2nnc(NC(=O)c3cccs3)s2)cc1	0.2
CCn1c(SCC(=O)N2CCC(C)CC2)nnc1-c1ccco1	-0.9
O=C1c2ccccc2NC(c2c(Cl)cccc2Cl)N1Cc1ccccc1 (stereo unspecified)	-2.2
Cc1noc(C)c1-c1ccc(C(=O)NCc2cccnc2)c2occc12	-1.4
O=c1oc2ccccc2c2c1ccc1ccccc12	-2.5
COc1ccc(NC(=O)CSc2nccn2-c2ccccc2)c(OC)c1	-2.2
CN(CC(=O)Nc1ccccc1Cl)C(=O)c1cc(=O)[nH]c2ccccc12	1.4
COc1ccc(Cl)cc1C(=O)NC(=S)Nc1ccccc1N1CCOCC1	-5.0
Cc1ccc(-c2cc(C(=O)Nc3cccnc3)[nH]n2)c(O)c1C	2.0
O=C(N[C@@H](Cc1cccnc1)C(=O)N1CCC[C@H]1C(=O)NC1CCCC1)C1CCCC1	4.9
CC(C)C(NC(=O)c1ccccc1NC(=O)C(C)(C)C)C(=O)N1CCOCC1 (stereo unspecified)	3.2
Cc1ccccc1NC(=O)COC(=O)Cc1cccc(C(F)(F)F)c1	-0.2

# Quoted at random: two records from the list.
Compound	TbREL1 primary
S=C(/N=c1/sccn1Cc1ccccc1)NC1CC1	-6.9
CCOC(=O)CN1C(=O)N[C@@H](CCc2ccccc2)[C@@H](C(=O)OC)[C@H]1C	-2.4

# Next part.
Compound	TbREL1 primary
COc1ccc(CCN(C)C2CCCN(C(=O)CCSC)C2)cc1OC (stereo unspecified)	-2.2
CCCCNC(=O)C1CCN(c2nc(C)cc(C)n2)CC1	-2.9
CC(C)NC(=O)C(c1ccc(F)cc1)N(C(=O)CCC(=O)Nc1ccccn1)C1CCCCC1 (stereo unspecified)	2.2
CC1=C[C@]2(CN(CC3CC3)C3=N[C@H](c4ccccc4)CC(=O)N32)n2c(=O)n(-c3ccccc3)c(=O)n2C1	-6.7
CCc1cc[n+](-c2nc([O-])sc2C=O)cc1	0.3
CC1(CNC(=O)C(=O)NCC2(C)CO2)CO1 (stereo unspecified)	-1.3
COc1ccccc1NC(=O)CSc1nnnn1C1CCCC1	0.1
COC(=O)[C@]12C[C@H](CC(=O)NCc3ccc(OC)c(OC)c3)C(=O)N(Cc3ccc4c(c3)OCO4)C1=C[C@H](C(C)C)O[C@@H]2C1CC1	-5.1
Cc1cc(N2CCOCC2)nc(-c2ccccc2O)n1	3.0
COc1ccccc1/C=C/C=NC1C(=O)N(c2ccccc2)[N+](C)=C1C (stereo unspecified)	-5.5
CCN(CC)c1ccc(NC(=O)c2cc(Cl)ccc2OC)cc1	-3.8
COc1ccccc1-n1nnnc1SCC(=O)NCC1(N2CCCCC2)CCCCC1	-2.5

# (list continues)
Compound	TbREL1 primary
CN(CC(=O)NCCc1ccc(S(N)(=O)=O)cc1)CC(=O)Nc1ccccc1Cl	-0.6
O=C(O)CC(NC(=O)c1sc2ccccc2c1Cl)c1ccc(OC2CCCC2)cc1 (stereo unspecified)	0.1
Cc1nnc(NC(=O)COc2ccc3c(C)cc(=O)oc3c2)s1	0.5
CC1CCCCC1NC(=O)CCS(=O)(=O)c1cc2c(cc1Cl)NC(=O)CO2 (stereo unspecified)	-2.6
CCOc1ccc2nc(N(CCCN(C)C)C(=O)c3ccc(S(=O)(=O)N4CCCC4)cc3)sc2c1	0.8
Cc1cccc(CNC(=O)Cn2ccc3cc(S(=O)(=O)N4CCCC4)ccc32)c1	-1.6
CC(C)OCCCNC(=O)C1CCC(CNS(=O)(=O)c2ccc(Cl)cc2)CC1 (stereo unspecified)	5.9
Cc1cc(NCCCN2CCOCC2)n2nc(C)c(-c3ccc(F)cc3)c2n1	-5.5
Cc1ccnc(NC(=O)CCCc2c[nH]c3ccccc23)c1	-7.8
O=c1ccc2cc(S(=O)(=O)N3CCN(c4cc(Cl)ccc4Cl)CC3)ccc2o1	1.4
Cn1c(SCc2nc(-c3ccc(Cl)cc3)no2)nnc1-c1ccco1	-0.5
COC(=O)[C@]12C[C@H](CC(=O)NCc3ccc(OC)c(OC)c3)C(=O)N(Cc3ccc(Cl)cc3Cl)C1=C[C@H](C(C)C)O[C@@H]2C1CC1	-1.9

# Reprinted from the listing, four compounds:
Compound	TbREL1 primary
Cc1ccnc(NC(=O)CCCc2c[nH]c3ccccc23)c1	-7.8
O=c1ccc2cc(S(=O)(=O)N3CCN(c4cc(Cl)ccc4Cl)CC3)ccc2o1	1.4
Cn1c(SCc2nc(-c3ccc(Cl)cc3)no2)nnc1-c1ccco1	-0.5
COC(=O)[C@]12C[C@H](CC(=O)NCc3ccc(OC)c(OC)c3)C(=O)N(Cc3ccc(Cl)cc3Cl)C1=C[C@H](C(C)C)O[C@@H]2C1CC1	-1.9

# The list goes on.
Compound	TbREL1 primary
COc1ccc2c(c1)[nH]c1c(=O)n(Cc3ccco3)cnc12	1.3
O=C(CSCc1ccc(Cl)cc1)Nc1ccc2c(c1)OCO2	-1.0
CCCC/C=C1/[C@H](CC)N(C)C2=N[C@@H](c3ccccc3)CC(=O)N21	-2.7
COc1ccc(CNC(=O)C2CCCN(S(=O)(=O)c3cccc4nsnc34)C2)cc1 (stereo unspecified)	-2.5
CN(C)c1ccc(C(C(=O)NC2CCCC2)N(C(=O)c2ccco2)C2CC2)cc1 (stereo unspecified)	-6.4
CN(CCc1ccccc1)C1CCCN(C(=O)Cn2cccn2)C1 (stereo unspecified)	3.4
O=C(NCc1ccc(Cl)c(Cl)c1)c1ccco1	1.7
COC(=O)[C@]12CCCCC=C1N(Cc1ccc(OC)cc1)C(=O)[C@@H]2CC(=O)N1CCN(C(=O)C2CC2)CC1	-7.4
O=C(CSc1nnc(-c2cccc(Cl)c2)o1)Nc1ccc2c(c1)OCCO2	3.4
COCCn1c(SCC(=O)NC2CCCC2)nc2c(c1=O)SCC2	-0.6
Fc1ccccc1OCCCCn1cncn1	0.6
CCN(CC)CC(=O)N1c2ccccc2CCc2ccc(NC(=O)c3cc(OC)c(OC)c(OC)c3)cc21	-2.1

# Next records
Compound	TbREL1 primary
CN1CCN(C(=O)C2=NOC3(C2)C(=O)Nc2ccccc23)CC1 (stereo unspecified)	-0.8
O=S(=O)(NC1CCCCCCC1)c1ccccc1F	-0.7
CCN(CC(=O)Nc1ccccc1C(F)(F)F)C(=O)CCc1ccccc1	-4.8
COCCn1ccc(O)c(Cc2ccccc2)c1=O	-2.1
COc1cc(C)c(CN2CCN(CC(=O)Nc3ccccc3C(=O)NC3CC3)CC2)cc1OC	-0.1
O=C(Nc1ccc([N+](=O)[O-])cc1)Nc1ccc2[nH]c(=O)[nH]c2c1	2.7
Cc1ccccc1NC(=O)CC(O)(C(F)(F)F)C(F)(F)F	2.1
COc1ccccc1NS(=O)(=O)c1cc(C(=O)NCCCN2CCCC2=O)ccc1C	-3.0
Nc1cc(-c2ccccc2)nn1S(=O)(=O)c1ccc(Br)cc1	5.8
O=[N+]([O-])c1cc(-c2cnc3ccccc3n2)ccc1Oc1ccc(Br)cc1	4.1
CC1(C(=O)NCc2cccc(C(F)(F)F)c2)CCN1Cc1ccc2ccccc2c1 (stereo unspecified)	-0.9
Cc1nn2c(N3CCN(C(=O)c4ccco4)CC3)cc(C(C)(C)C)nc2c1-c1ccccc1	-0.5

# (list continues)
Compound	TbREL1 primary
CCOc1ccccc1N(CC(=O)NC(C)(C)C)C(=O)c1ccc(CN2CCOCC2)o1	-2.5
CCOC(=O)c1ccc(N2C(=O)CC(N3CCC(Nc4ccc(F)cc4)CC3)C2=O)cc1 (stereo unspecified)	-4.9
CCOc1ccc(-c2nnc(SCC(=O)NC3CC3)o2)cc1	-0.5
CC(C)Cc1c(O)nc(SCCN2CCOCC2)[nH]c1=O	-5.0
Cc1ccc(-n2c(SCC(=O)Nc3ccc(S(=O)(=O)Nc4nccs4)cc3)nnc2-c2ccncc2)cc1	-3.6
CCOc1cc2[nH]c(=O)n(Cc3ccc(C(=O)NCCCN4CCC(C)CC4)cc3)c(=O)c2cc1OCC	10.4
CCC(C(=O)c1ccc(O)cc1)c1ccccc1 (stereo unspecified)	2.6
CC(C)C(=O)NC(=S)Nc1ccccc1N1CCN(C(=O)c2ccc(Cl)cc2)CC1	-3.0
COc1ccc(-c2noc(CCC(=O)N3CCN(c4cccc(Cl)c4)CC3)n2)cc1	7.1
CCC(C)NC(=O)c1cn(CC)c2ccc(S(=O)(=O)N3CCCCC3)cc2c1=O (stereo unspecified)	-2.9
N#CCCN1CCN(S(=O)(=O)c2ccc(C3CCCCC3)cc2)CC1	1.0
Cc1ccc2c(CN3CCC(C)CC3)cc(=O)oc2c1	-2.7

# Going on with the list.
Compound	TbREL1 primary
C[C@H](NC(=O)c1ccco1)C(=O)NNC(=O)c1ccc(F)cc1	-5.1
CC(C)c1ccc(C(=O)NC2=NCCS2)cc1	1.6
COC(=O)C(NNc1ccc(F)cc1)(NC(=O)c1ccccc1)C(F)(F)F (stereo unspecified)	1.5
O=C(O)C1CC(=O)N(CCc2c[nH]c3ccccc23)C1 (stereo unspecified)	-1.4
CC[N+](C)(CC)CC(O)COCC1COc2ccccc2O1 (stereo unspecified)	-3.0
O=C1CC(c2ccc(F)cc2)CC(O)=C1C1NCCc2ccccc21 (stereo unspecified)	3.8
CC(C)Cc1nc2oc3c(NCc4cccnc4)ncnc3c2c2c1CCC2	-3.7
S=c1[nH]nc(Cn2cnc3ccccc32)n1-c1ccccc1Cl	-2.3
CC(C)CCn1c(N2CCc3ccccc3C2)nc2c1c(=O)[nH]c(=O)n2C	0.8
CC(NC(=O)c1cc(=O)[nH]c2ccccc12)c1ccc(F)cc1F (stereo unspecified)	-5.8
O=C1CCc2cc(S(=O)(=O)N3CCN(c4ccc(F)cc4)CC3)cc3c2N1CC3	-3.8
O=c1cc(Nc2cccc(Br)c2)[nH]c(=O)[nH]1	1.7
O=C(CNS(=O)(=O)c1ccc(Br)s1)Nc1ccc2c(c1)OCCO2	0.8
CC(C)(C)C(=O)CN1C(=O)NC2(CCc3ccccc32)C1=O (stereo unspecified)	-1.1

# Not all compounds are listed, so the mix of outcomes need not match the whole.
